Source: PubChem
ASM inhibitor – blocks human secretory acid sphingomyelinase. Potency, µM (titrated, usually from 57.5 µM), without a hit: at the top dose activity change, negative = inhibition, actives largely listed as inhibitors. P17405. AID 504937. placental ASM, HMU-PC fluorogenic substrate, 60 min. 340,000 tested, 0.006% active; further: potency means the concentration at half of the fitted maximal effect
Target sequence (P17405 47-631 limits assumed): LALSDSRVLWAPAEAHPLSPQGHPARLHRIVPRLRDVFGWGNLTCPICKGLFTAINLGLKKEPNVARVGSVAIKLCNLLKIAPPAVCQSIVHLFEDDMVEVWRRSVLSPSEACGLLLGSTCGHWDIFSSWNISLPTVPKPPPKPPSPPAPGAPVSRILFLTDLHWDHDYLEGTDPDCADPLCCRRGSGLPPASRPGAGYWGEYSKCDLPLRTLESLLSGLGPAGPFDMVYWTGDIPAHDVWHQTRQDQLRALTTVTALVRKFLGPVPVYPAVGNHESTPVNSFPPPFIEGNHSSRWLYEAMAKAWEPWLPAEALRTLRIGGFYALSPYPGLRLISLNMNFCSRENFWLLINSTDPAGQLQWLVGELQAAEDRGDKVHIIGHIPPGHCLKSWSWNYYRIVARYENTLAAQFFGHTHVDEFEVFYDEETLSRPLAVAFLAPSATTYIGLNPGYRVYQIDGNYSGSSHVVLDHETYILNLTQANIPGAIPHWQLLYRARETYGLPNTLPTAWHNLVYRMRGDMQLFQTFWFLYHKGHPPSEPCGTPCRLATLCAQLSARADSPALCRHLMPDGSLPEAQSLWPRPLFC
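Human placenta-derived ASM enzyme was preincubated with compound for 10 minutes at room temperature, then given fluorogenic substrate HMU-PC0 (9 uM final) for 60 minutes at 37 °C; a pH 10 stop preceded fluorescence reading at Ex 386/Em 447 nm.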
Giardia killer – Giardia lamblia killing; AID 540267; 340,000 tested, 0.15% active; Giardia lamblia trophozoite viability; activity change, % at 7.66 µM, hits read low; in the data active means activity change below about -80%; inconclusive means between about -30% and that limit;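 further: parasites exposed to compound for two days anaerobically before the ATP read; on the % scale 0 is the no-effect control and ±100 the full control effect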
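Luminescent ATP signal served as the viability read-out, measured 15-30 min after adding ATP detection reagent to trophozoites that had been incubated with compounds for 48 hrs at 37 deg C anaerobically at 100 cells/well.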
BCR signal inh – blocks chronic active B-cell receptor signaling; ABC-DLBCL IkBa-CBG/CBR reporter, luminescence ratio, 4 h; Potency, µM (doses to about 46.1 µM), for inactives: top-dose ratio change, negative = lower green/red ratio, actives largely listed as inhibitors; 340,000 tested, 0.05% active; AID 493014; active means well fitted inhibition curve with a large enough effect in the signal ratio, with a control signal flat, not every such curve was filed as active; inconclusive means small, poorly fitted or top-dose-only effect, or effect the other way, or a change in a side signal; the % refers to the signal ratio;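 further: potency means the concentration at half of the fitted maximal effect; plate controls were basal doxycycline-induced cells for no effect and cells given 10 µM MG132 for full effect; MG132 reads +100%, hits lower the ratio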
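TMD8 human ABC-DLBCL cells with doxycycline-inducible IκBα–green luciferase fusion and unfused red luciferase, in 0.5% FBS medium; compounds up to 46 uM, 4 h at 37C. Green/red luminescence ratio, filter-overlap corrected, fitted to concentration-response curves.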
Coupling enz – inhibits coupling enzyme system, counter-screen for aldolase hits; coupling enzyme system counterscreen, AmpLite Red fluorescence; activity change, negative = inhibition, % at 58.2 µM, hits read low; 290,000 tested, 0.67% active; AID 2472; in the data active means activity change below about -30%; further: on the % scale 0 is the no-effect control and ±100 the full control effect
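Counterscreen of the coupled detection system alone, without aldolase: glyceraldehyde-3-phosphate coupling enzymes plus AmpLite Red readout. Compounds at 57.5 uM final, 10 min RT preincubation, 20 min RT reaction, fluorescence 525/598 nm.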
Menin MLL FP TR – displaces Texas Red mutant MLL peptide from human menin; 270,000 tested, 0.23% active; Menin + Texas Red MLL mutant peptide, fluorescence polarization; Potency, µM (doses to about 61.6 µM), for the others: at the top dose FP activity change, negative = inhibition, hits mostly inhibitors; AID 1768; active means well fitted inhibition curve with a large enough effect in the polarisation, with a control signal flat, not every such curve was filed as active; inconclusive means small, poorly fitted or top-dose-only effect, or effect the other way, or a change in a side signal; inactive means no such curve, though single readings can be large or run the other way; the % refers to the polarisation; further: potency means the concentration at half of the fitted maximal effect; % of control where 0% means no effect; many of its hits are not listed in these tables
B2AR arrestin – agonists driving beta-arrestin recruitment to human beta2-adrenergic receptor | beta-arrestin recruitment to beta2AR, cell-based reporter | Potency, µM (titrated, usually from 46.1 µM), for inactives: at the top dose activation, hits mostly activators | AID 492947 | P07550 | 330,000 tested, 0.02% active;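 further: potency means the concentration at half of the fitted maximal effect; 0% = DMSO controls and full agonism = EC100 isoproterenol or metaproterenol; nearly all actives have a fitted effect of over 65% in size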
PTAP TSG101 blk – blocks PTAP/TSG101 interaction to inhibit HIV-1 budding; Q99816; Fluorescence polarization, FITC-PTAP peptide / Tsg101 binding; Potency, µM (highest dose often 115 µM), inactives show top-dose activity change, negative = inhibition, hits mostly inhibitors; 340,000 tested, under 10 active; AID 493005; active means well fitted inhibition curve with a large enough effect in the main read-out, with a control signal flat, not every such curve was filed as active; inconclusive means small, poorly fitted or top-dose-only effect, or effect the other way, or a change in a side signal; inactive means no such curve, though single readings can be large or run the other way; further: potency means the concentration at half of the fitted maximal effect; % of control where 0% means no effect
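Fluorescence anisotropy tracks displacement of a FITC-tagged PTAP peptide (50 nM) from the Tsg101 binding domain (10 uM), following a 20 min room-temperature incubation at pH 7.5.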
Integrin act MD – activators of alpha7 integrin expression for muscular dystrophy; 350,000 tested, 0.064% active; Potency, µM (doses to about 38.3 µM), without a hit: top-dose activation, hits mostly activators; alpha7betagal myoblasts, beta-gal FDG fluorescence, 48 h;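 further: potency means the concentration at half of the fitted maximal effect; 100% = response of the positive control SU9516; nearly all actives have a fitted effect of over 60% in size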
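Alpha7betagal+/- myoblasts (passage 13) were plated 16-24 hr, then exposed to compounds (1:260 dilution of DMSO stock) for 48 hours at 37C. After MPER lysis, β-galactosidase reporter activity was read as FDG fluorescence (ex 480/em 540) after 30 minutes.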
GALK inhibitor – blocks human galactokinase activity | Purified GALK, Kinase-Glo residual ATP luminescence | Potency, µM (top dose mostly 57.5 µM), for the others: at the highest dose activity change, negative = inhibition, most hits filed as inhibitors | 270,000 tested, 0.007% active; further: potency means the concentration at half of the fitted maximal effect; on the % scale 0 is the no-effect control and ±100 the full control effect
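The enzyme phosphorylates galactose (100 uM) using ATP (35 uM); inhibition is detected as higher residual ATP, quantified by bioluminescence after 1 h reaction at room temperature, pH 8.0.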
PKM2 act – increases activity of human pyruvate kinase M2; purified PKM2, Kinase-Glo ATP luminescence, activation; response scale: 0% is enzyme alone, no compound; 260,000 tested, 0.34% active; P14618; AID 1631; Potency, µM (top dose mostly 57.5 µM), inactives show at the top dose activation, actives largely listed as activators; further: potency means the concentration at half of the fitted maximal effect; on the % scale 0 is the no-effect control and ±100 the full control effect; nearly all actives have a fitted effect of over 55% in size
Target sequence (P14618 whole entry, looked up): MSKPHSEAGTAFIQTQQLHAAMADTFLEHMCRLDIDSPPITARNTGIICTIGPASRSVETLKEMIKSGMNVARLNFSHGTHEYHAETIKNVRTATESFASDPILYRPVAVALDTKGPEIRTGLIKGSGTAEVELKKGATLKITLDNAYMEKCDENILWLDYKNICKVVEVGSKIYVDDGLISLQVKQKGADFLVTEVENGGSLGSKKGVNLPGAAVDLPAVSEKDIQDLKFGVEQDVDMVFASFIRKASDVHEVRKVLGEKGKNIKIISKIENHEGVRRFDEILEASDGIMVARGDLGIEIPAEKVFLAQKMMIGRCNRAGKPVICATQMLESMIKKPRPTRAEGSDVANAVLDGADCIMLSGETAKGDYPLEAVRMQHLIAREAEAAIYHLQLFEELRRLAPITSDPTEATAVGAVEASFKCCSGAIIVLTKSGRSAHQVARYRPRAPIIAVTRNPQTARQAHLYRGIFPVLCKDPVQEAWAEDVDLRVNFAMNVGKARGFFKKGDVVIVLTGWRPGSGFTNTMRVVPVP
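Purified hPK-M2 (>95% pure) converted ADP (0.1 mM final) to ATP with 0.5 mM PEP in 50 mM imidazole pH7.2, KCl, MgCl2, Tween 20, BSA; 1 h at room temperature. ATP detected by Kinase-Glo luminescence.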
Tb PFK inh – inhibitors of T. brucei phosphofructokinase | O15648 | T. brucei PFK, ADP-Glo luminescence | Potency, µM (highest dose often 57.5 µM), inactives show at the top dose activity, negative = inhibition, actives largely listed as inhibitors | 330,000 tested, 0.17% active | AID 485367;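 further: potency means the concentration at half of the fitted maximal effect; 0% = uninhibited 1x PFK enzyme wells and -100% = no-enzyme wells; nearly all actives have a fitted effect of over 60% in size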
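Luminescent ADP detection (ADP-Glo, two-step: ATP depletion then ADP-to-ATP conversion for luciferase) reported PFK activity after 45 min room-temperature reaction of 1.25 nM enzyme with 0.5 mM F6P and 0.1 mM ATP at pH 8.0.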
* hit, by the source's call; i = inactive; u = inconclusive; x = not tested or not shown; [ ] = remark or other dose. Unless noted, the call rests on the fitted dose curve; in most records, active means well fitted curve in the direction sought with a large enough effect; inconclusive means small, poorly fitted or top-dose-only effect, or another doubt; inactive means no such curve, though single readings can be large; an effect the other way counts as inactive or inconclusive.

#	Compound	ASM inhibitor	Giardia killer	BCR signal inh	Coupling enz	Menin MLL FP TR	B2AR arrestin	PTAP TSG101 blk	Integrin act MD	GALK inhibitor	PKM2 act	Tb PFK inh
1	CC(C)c1csc(CN2CCC(N3CCC(C(=O)N4CCOCC4)CC3)CC2)n1	0%	-5	u	2	-11%	0.1%	4%	0%	-1%	-8%	0%
2	CCN(CC)CCNC(=O)c1cn(C)c2ccc(S(=O)(=O)N(C)C3CCCCC3)cc2c1=O	5%	-11	1%	5	-9%	0.0%	-3%	0%	2%	3%	3%
3	O=S(=O)(c1cccs1)N1CN(C2CCCCC2)c2nc3ccccc3nc21	0%	-13	u	4	x	-0.2%	2%	4%	0%	u	-7%
4	CCn1c(CNC(=O)c2ccco2)nnc1SCC(=O)c1ccc(OC)cc1	-3%	1	2%	-1	-1%	2.9%	-5%	-12%	3%	-2%	-1%
5	Fc1ccccc1-c1csc(-c2cccnc2)n1	-15%	-2	7%	0	15%	-0.1%	-1%	21%	0%	1%	0%
6	N#Cc1nc(COc2ccccc2)oc1N1CCCCC1	1%	-17	u	1	2%[11.7 µM]	-0.8%	-2%	-14%	3%	3%	5%
7	Cc1ccc(S(=O)(=O)c2ccc(Oc3ccccc3)cc2)cc1	-1%	8	u	0	-4%	0.2%	-1%	7%	1%	16%	-3%
8	COc1ccc(C)cc1NC(=O)Nc1ccc(Br)cn1	0%	-26	u	2	-7%	0.4%	-3%	17%	1%	-4%	-4%
9	O=C(CC(=O)Nc1cccc(Cl)c1Cl)Nc1cccc(Cl)c1Cl	-3%	14	5%	0	u	0.5%	0%	1%	-4%	x	-6%
10	O=C(N=Nc1c(O)[nH]c2ccccc12)c1cc(-c2ccc(F)cc2)n[nH]1	-1%	8	3%	1	0%	-0.2%	-9%	u	1%	27%	2%
11	CCC(C)(C)C1CCC2(CC1)NC(=O)N(CC(=O)NCCCc1ccccc1)C2=O (stereo not drawn)	-4%	12	3%	x	x	-0.9%	2%	-16%	x	x	1%
12	O=C(CN1CC[n+]2c(-c3cccs3)csc21)c1ccc(-c2ccccc2)cc1	-1%	20	u	0	-1%	-0.1%	-1%	10%	4%	-11%	-18%
13	O=C(CSc1ccc(-c2ccc3c(c2)OCO3)nn1)Nc1nccs1	0%	-6	-1%	3	u	0.1%	-2%	-31%	0%	-3%	-1%
14	Cn1c(=O)c2c(nc(N3CCCCCC3)n2CC(=O)c2ccc(Br)cc2)n(C)c1=O	0%	-15	u	2	-8%	-0.2%	-3%	-9%	0%	3%	-4%
15	O=C(COc1ccccc1)Nc1c2c(nn1-c1ccc(F)cc1)CS(=O)(=O)C2	0%	7	-3%	x	x	-0.2%	-1%	0%	-2%	-4%	0%
16	Cc1ccc[n+](-c2[nH]c(=O)sc2/C=N/N=C(\[O-])CCn2c3ccccc3c3ccccc32)c1	-3%	-17	0%	2	x	-0.8%	0%	14%	1%	1%	8%
17	COc1ccccc1OCC(=O)N/N=C1/C=C(C)CC1	4%	2	-2%	1	11%	-0.5%	-3%	10µM*	1%	-10%	-5%
18	CCN(CC)C(=O)COc1ccc(N(C)S(=O)(=O)c2ccc(NC(C)=O)cc2)cc1	0%	-14	5%	-5	x	-0.1%	-9%	u	0%	-14%	0%
19	O=C(CN1CCCCCC1)Nc1ccccc1	4%	-12	-13%	-2	-7%	-0.6%	-5%	25%	0%	0%	2%
20	O=C(c1cccs1)n1nc(-c2ccc(Cl)cc2)nc1NCc1ccco1	-6%	6	0%	0	14%	0.5%	-3%	-1%	x	-1%	2%
21	Cc1cccc2cc3c(NC(=O)C(C)(C)C)nn(CC(C)C)c3nc12	i	-1	0%	-3	-8%	-0.1%	-5%	-17%	0%	x	13%
22	CCN(c1ccccc1)S(=O)(=O)c1cc(C(=O)Nc2ccccc2Cl)ccc1F	-1%	16	10%	3	6%	-0.5%	-4%	-12%	1%	3%	0%
23	CCCOc1ccc(C(=O)NC(=S)Nc2nc3ccccc3s2)cc1	0%	-14	-6%	4	5%	0.0%	0%	-8%	0%	-1%	-1%
24	CCCCc1cc(=O)oc2cc(OCc3nn[nH]n3)ccc12	9%	-6	6%	23	x	-0.5%	-5%	11%	13%	-1%	-2%
25	COc1ccc(N2C(=O)c3cccc4c(N(C)CCO)ccc(c34)C2=O)cc1	-10%	7	8%	1	-9%	-0.2%	u	u	1%	2%	4%

Sorted by the number under PKM2 act (low to high): 3 of the compounds above
entry	Compound	PKM2 act
19	O=C(CN1CCCCCC1)Nc1ccccc1	0%
22	CCN(c1ccccc1)S(=O)(=O)c1cc(C(=O)Nc2ccccc2Cl)ccc1F	3%
10	O=C(N=Nc1c(O)[nH]c2ccccc12)c1cc(-c2ccc(F)cc2)n[nH]1	27%

Compounds above containing a furan ring, fused or not:
#	Compound	ASM inhibitor	Giardia killer	BCR signal inh	Coupling enz	Menin MLL FP TR	B2AR arrestin	PTAP TSG101 blk	Integrin act MD	GALK inhibitor	PKM2 act	Tb PFK inh
4	CCn1c(CNC(=O)c2ccco2)nnc1SCC(=O)c1ccc(OC)cc1	-3%	1	2%	-1	-1%	2.9%	-5%	-12%	3%	-2%	-1%
20	O=C(c1cccs1)n1nc(-c2ccc(Cl)cc2)nc1NCc1ccco1	-6%	6	0%	0	14%	0.5%	-3%	-1%	x	-1%	2%

More results
#	Compound	ASM inhibitor	Giardia killer	BCR signal inh	Coupling enz	Menin MLL FP TR	B2AR arrestin	PTAP TSG101 blk	Integrin act MD	GALK inhibitor	PKM2 act	Tb PFK inh
26	NNC1=N[C@H]2CS(=O)(=O)C[C@H]2S1	2%	0	5%	-1	8%	-0.3%	0%	0%	1%	-5%	0%
27	OCCC1CN(C/C=C/c2ccco2)CCN1Cc1ccccc1 (stereo not drawn)	-1%	6	1%	2	2%	-0.9%	0%	4%	-1%	-2%	-9%
28	O=C1CN(S(=O)(=O)c2cc(C(=O)O)ccc2Cl)c2ccccc2N1	24%	-9	6%	3	u	0.0%	1%	9%	3%	x	0%
29	Cc1cc(C(=O)N/N=C/C=C/c2ccccc2)c(C)o1	5%	1	u	2	-1%	0.6%	-12%	2%	1%	0%	3%
30	COc1ccc(-c2cc3ccc(OC(C)C(=O)O)cc3oc2=O)cc1 (stereo not drawn)	i	-5	7%	4	19%	-0.2%	-5%	u	1%	-5%	0%
31	CCc1cccc(OCCCN2C(=O)NC(C)(C)C2=O)c1	-2%	-18	u	3	1%	-0.3%	-7%	-11%	0%	0%	-1%
32	O=C(NCCCn1ccnc1)c1ccccc1Br	-1%	0	2%	1	2%	-0.6%	-1%	1%	2%	x	6%
33	CCn1cc(CCC(=O)O)c(C)n1	4%	-3	0%	-2	13%	0.2%	-2%	-4%	9%	-10%	0%
34	COc1ccc(C(=O)CC(Nc2ccc([N+](=O)[O-])cc2)c2ccc(Cl)cc2)cc1 (stereo not drawn)	-19%	-11	12%	-1	u	0.1%	0%	6%	0%	12%	5%
35	CCc1nnc(NC(=O)Cc2ccc(S(=O)(=O)N3CCCCC3)cc2)s1	4%	11	-5%	x	x	-0.6%	-1%	8%	x	x	-11%
36	Cc1cc(N2CCN(C)CC2)nc2ccc(NC(=S)N3CCCCC3)cc12	118%[activator]	2	u	-5	-8%	-0.2%	-2%	-34%	0%	-16%	3%
37	CC(C)(C)NC(=O)COC(=O)CNC(=O)c1cc(Cl)cc([N+](=O)[O-])c1	3%	-13	4%	5	-1%	-0.3%	0%	-1%	1%	-3%	1%
38	CCc1ccc(NC(=O)C(=O)N/N=C(\C)CC(=O)NCc2ccc(Cl)cc2)cc1	4%	-22	-19%	1	-14%	0.1%	1%	-10%	-1%	1%	-2%
39	O=C(Nc1nccs1)c1ccc(F)c(S(=O)(=O)N2CCOCC2)c1	0%	-17	u	-4	12%	0.4%	0%	3%	8%	-2%	0%
40	O=C(NC1=NCCS1)c1ccncc1	-2%	-11	4%	-3	0%	-0.1%	-3%	2%	-1%	-1%	-5%

These rows are one share of the data; the hit share may differ from the screen's.
